EWS-Fli inh = inhibitors of EWS/Fli oncoprotein transcriptional activity; AID 651661; A673 NR0B1-luciferase reporter, viability-normalised; inhibition, % at 12.6 µM; actives 0.67% (n = 350,000);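 active = mean inhibition of at least 50% after viability correction, with every replicate also passing that limit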;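 also: firefly luciferase signal divided by Alamar Blue viability fluorescence both relative to DMSO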
PAX8 inh HTS = lowers PAX8-driven luciferase in RMG-I cells; RMG-I TPO-luciferase reporter, SteadyGlo, 24 h; inhibition, % at 12.6 µM; actives 1.2% (n = 360,000);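 active = mean replicate inhibition at least 60% with every replicate also reaching 60%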;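 also: luciferase light reporting Pax8 driven TPO promoter activity; plate controls were median of neutral control wells for no effect and mitoxantrone controls for full effect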
miR122 inh = inhibitors of miR-122 in Huh7 cells; activation (reporter increase), % at 12.5 µM; Huh7 miR-122 Renilla luciferase sensor, 48 h; neutral wells = 0, positive control = 100; actives 0.3% (n = 340,000);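 active = mean replicate activation score at least 90 and every replicate individually at or above 90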;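 also: higher luciferase means less miR-122 activity so hits act as miR-122 inhibitors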
CASP6 VEID inh = caspase-6 (human) enzyme inhibition; purified caspase-6, Z-VEID-R110 cleavage fluorescence; inhibition, % at 12.5 µM; P55212; actives 0.53% (n = 350,000); AID 686996;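 active = mean inhibition across replicates at least about 35%, with every replicate also reaching that limit, limit read from the data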;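 also: 0% = median of neutral control wells and 100% = no fluorescence left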
Target sequence (P55212 24-179 limits assumed): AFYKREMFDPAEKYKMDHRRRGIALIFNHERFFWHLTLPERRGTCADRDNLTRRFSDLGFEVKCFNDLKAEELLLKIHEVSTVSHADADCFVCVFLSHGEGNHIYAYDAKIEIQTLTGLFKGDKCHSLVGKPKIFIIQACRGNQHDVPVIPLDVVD
Target sequence (P55212 194-293 limits assumed): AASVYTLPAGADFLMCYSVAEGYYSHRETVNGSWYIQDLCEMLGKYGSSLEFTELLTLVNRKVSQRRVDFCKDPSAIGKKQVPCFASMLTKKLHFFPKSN
Cneo AK release = Cryptococcus neoformans lysis via adenylate kinase release | lysis activity, % at 15 µM | C. neoformans lysis, adenylate kinase release luminescence, 4 h; normalised: neutral wells 0, clomiphene wells 100 | actives 0.2% (n = 360,000);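 active = mean lysis activity across replicates of at least 80%, whatever share of replicates individually reach that level; inactive = mean lysis activity below 80%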
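Material: C. neoformans cells | Amount: Yeast cell density of 5 × 10^6 cells/mL | Medium: Fresh YPD growth medium | Dosing: Single dose | Times: Static 4 h at 37 °C with compound, 1 h detection | Detection: AK luminescence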
FN deposit inh = fibronectin deposition inhibition; actives 0.086% (n = 350,000); AH1F fibroblasts, Alexa488-fibronectin deposition fluorescence, overnight; inhibition, % at 12.6 µM; AID 743247;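 active = mean inhibition across replicates of 30% or more, regardless of how many single replicates reach that level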;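 also: positive control wells lacked labelled fibronectin entirely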
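Material: AH1F fibroblast monolayer depositing Alexa488-labelled fibronectin into matrix | Input: 10000 AH1F cells/well | Medium: DMEM plus 2% serum, read in PBS | Reagent: Alexa488-fibronectin, 24 nM final in well | Compound dosing: One dose per compound, pinned | Schedule: 1 h adhesion, overnight exposure | Measured by: Fluorescence at 485 nm excitation, 525 nm emission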
PGC1a acetyl inh = modulators of PGC1a acetylation; U2OS PGC1a acetylation, AlphaScreen anti-acetyl-lysine; with virally co-expressed GCN5 acetyltransferase; inhibition, % at 15.6 µM; actives 0.17% (n = 350,000);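 active = every replicate shows inhibition of at least 40%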;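 also: 0% = neutral control wells and 100% = positive control wells; some results beyond the cut were filed as inactive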
LGR2 antag = blocks bursicon-induced cAMP signaling via Drosophila LGR2; HEK293 LGR2, CRE-luciferase, bursicon-stimulated, 4 h; inhibition, % at 9.99 µM; actives 0.35% (n = 380,000); AID 720647;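 active = drop in luminescence signal, shown as inhibition above about 50% in the replicate tests, limit read from the data, passing the limit was not always enough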;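 also: agonist challenge used bursicon conditioned medium at about half maximal strength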
Numbers without * were called inactive; . = not tested or not shown; & = joins results of further samples; [ ] = remark or other dose.

SMILES	EWS-Fli inh	PAX8 inh HTS	miR122 inh	CASP6 VEID inh	Cneo AK release	FN deposit inh	PGC1a acetyl inh	LGR2 antag
COc1ccc(CNC2CCSc3ccccc32)cc1OC (configuration not stated)	-2	18	-2	-2	0	-4	-6	-10
C[C@H](CO)N1C[C@H](C)[C@@H](CN(C)Cc2ccc(C(F)(F)F)cc2)OCCCC[C@H](C)Oc2ccc(NC(=O)c3ccncc3)cc2C1=O	31	42	-7[16.7 µM]	0	-2	5	.	5
COc1ccc(CN(C)C[C@H]2Oc3ccc(NC(=O)Cc4cn(C)c5ccccc45)cc3C(=O)N([C@@H](C)CO)C[C@@H]2C)cc1	-7	17	8[16.7 µM]	1	-5	.	5	-20
COc1ccc(C=C(C(=O)c2ccccc2)C(=O)c2ccccc2)cc1	-83	-145	.	0	.	-2	.	-65
Cc1ccc(C)c(CN2CCCN(C(=O)Cn3ncc4c3-c3ccccc3OC4)C2)c1	-1	14	.	3	-5	8	.	15
Cc1ccccc1C(=O)NNC(=O)C(=O)N1CCCCC1	0	4	.	0	.	2	.	1
O=C(c1ccccc1OC(F)F)N1CCN(S(=O)(=O)c2ccc3c(c2)OCCCO3)CC1	11	0	3	1	1	2	-10	-1
Nc1nnc(CC2=CCCCC2)s1	.	.	-2	.	-3	13	-13	.
O=C(NCCO)c1ccc(-c2nnc(N3CCOCC3)c3ccccc23)cc1	.	.	-4	.	0	4	10	.
CC(C)NC(=O)Nc1ccc2c(c1)C(=O)N([C@H](C)CO)C[C@@H](C)[C@@H](CN(C)S(=O)(=O)c1ccccc1)OCCCC[C@H](C)O2	-1	0	11[16.7 µM]	1	-3	-5	-2	9
CCOC(=O)c1ccc(NC(=O)COc2ccc(CNC3CCCCC3)cc2OC)cc1	3	2	.	3	.	-1	-5	-13
O=C(CCC1CCN(Cc2ccccc2Cl)CC1)NC1CC1	-28	14	2	0	3	2	95*	-13
COc1cccc(Cn2nc(C(=O)O)c3ccccc3c2=O)c1	4	-38	18	.	-3	.	11	-15
C=C1CCN(C(Cc2ccccc2)C(=O)OC)S(=O)(=O)c2ccc(F)cc21 (configuration not stated)	-3	-15	.	-1	-3	-5	.	.
Cc1cccc(N2C(=O)CC(N3CCN(c4ccccn4)CC3)C2=O)c1 (configuration not stated)	-2	6	.	1	.	.	.	-69
Cc1ccc(C)c(NC(=O)CN2C(=O)C3CC=CCC3C2=O)c1 (configuration not stated)	-2	-8	-29	0	1	-10	.	5
CCOC(=O)C(=CNc1ccc(N2CCOCC2)cc1)C(=O)OCC	3	-3	-1	3	-1	4	1	13
COc1ccc(-c2oc3c(c2C#CC2(O)CCCCC2)C(OC)CCC3)cc1 (configuration not stated)	-15	8	.	-1	.	.	.	4
O=C(C[C@@H]1CC[C@H]2[C@@H](COC[C@H](O)CN2C(=O)Nc2ccc(Cl)c(Cl)c2)O1)NCc1ccc(Cl)cc1	-2	95*	-10[16.7 µM]	1	-3	-3	10	-6
Nc1ccccc1-n1cccc1	10	3	0	0	0	8	1	-16
CC(C)(C)c1ccc(C(=O)NCc2nnc(SCC(=O)NC3CCCC3)o2)cc1	.	18	-4	1	-2	-4	-2	8
O=C(C[C@@H]1CC[C@@H](NS(=O)(=O)c2ccccc2)[C@@H](CO)O1)NCc1ccncn1	0	13	.	-2	-5	.	1	-7
CN(C)C(CNc1ncnc2sc3c(c12)CCCC3)c1ccco1 (configuration not stated)	2	32	.	-3	.	3	.	0
Cc1ccc(NC(=O)Nc2c(Cl)cccc2Cl)cn1	2	16	-7	4	0	9	.	-7
COc1ccc(Cc2c(C3CCCCC3)nc3ccc(Br)cn23)c(C)c1	-10	-14	7	1	1	0	6	-17
O=C(c1ccc2c(=O)n(-c3ccccc3)c(=O)[nH]c2c1)N1CCN(c2ccc(F)cc2)CC1	.	10	-8	.	-2	8	.	.
Cc1ccc(S(=O)(=O)N2CCCCC2)cc1NC(=O)CSc1nnc(C2CC2)n1N	4	-3	.	-2	1	3	.	-4
COC(=O)c1ccc(CN2CC(=O)N3[C@@H](CO)[C@H](c4ccc(-c5cccnc5)cc4)[C@@H]3C2)cc1	1	.	.	1	.	-16	0	6
CCOc1ccc(CCNC(=O)COC(=O)CNS(=O)(=O)c2ccc(NC(C)=O)cc2)cc1OCC	-5	-15	-3	3	-1	4	.	-14
CCn1cc([N+](=O)[O-])c(C(=O)N2CCOCC2)n1	.	3	7	.	1	3	-19	10
Cc1ccc(NC(=O)CNc2cccc(S(=O)(=O)N3CCCCC3)c2)cc1F	12	.	.	0	.	-3	.	16
O=C(c1ccncc1)c1ccc(Br)cc1	.	.	1	.	4	-8	-1	.
COc1ccc2c3c([nH]c2c1)[C@H](CO)N(C(=O)C1CCCC1)CC31CN(S(C)(=O)=O)C1	-3	-2	.	1	.	.	.	-6
CCN(CC)CCCNC(=S)N1CCN(c2nc(-c3ccccc3)cs2)CC1	32	11	-14	-18	0	6	-1	4
CCOC(=O)C1CCN(C(=O)CCc2nc3sc4c(c3c(=O)[nH]2)CCCC4)CC1	6	-7	.	3	.	3	.	8
CC(Sc1nc(-c2ccco2)nc2c1c(=O)n(C)c(=O)n2C)C(=O)O (configuration not stated)	2	-6	3	0	2	2	8	-5
CC(=O)N1CCC(C(=O)c2ccc(Cl)cc2)CC1	.	8	0	.	0	0	4	.
Cc1ccc(CNC(=O)c2ccc(N3CCC4(CC3)CC(c3cccc(Br)c3)=NO4)c(NC(=O)c3ccc(Br)cc3)c2)cc1	2	24	.	-3	3	-1	.	-3
COc1cccc(CNC(=O)COC(=O)c2c(NC(C)=O)sc(C)c2C)c1	-14	2	-2	-2	2	6	-18	-12
O=C(c1ccc(F)cc1)N1CCCCN2[C@H](C1)[C@@H](c1ccc(-c3ccc(F)cc3)cc1)[C@@H]2CO	-9	23	0[16.7 µM]	0	4	.	-3	.

Entries listed so far that contain a Cl atom, in the order listed:
SMILES	EWS-Fli inh	PAX8 inh HTS	miR122 inh	CASP6 VEID inh	Cneo AK release	FN deposit inh	PGC1a acetyl inh	LGR2 antag
O=C(CCC1CCN(Cc2ccccc2Cl)CC1)NC1CC1	-28	14	2	0	3	2	95*	-13
O=C(C[C@@H]1CC[C@H]2[C@@H](COC[C@H](O)CN2C(=O)Nc2ccc(Cl)c(Cl)c2)O1)NCc1ccc(Cl)cc1	-2	95*	-10[16.7 µM]	1	-3	-3	10	-6
Cc1ccc(NC(=O)Nc2c(Cl)cccc2Cl)cn1	2	16	-7	4	0	9	.	-7
CC(=O)N1CCC(C(=O)c2ccc(Cl)cc2)CC1	.	8	0	.	0	0	4	.

Remaining list, next part:
SMILES	EWS-Fli inh	PAX8 inh HTS	miR122 inh	CASP6 VEID inh	Cneo AK release	FN deposit inh	PGC1a acetyl inh	LGR2 antag
O=S(=O)(N[C@@H]1CC[C@H](CCn2cc(C3(O)CCCC3)nn2)O[C@H]1CO)c1ccccc1	-1	1	.	-7	4	.	0	-43
CC(C)CN(C(=O)COC(=O)c1cnccn1)c1c(N)n(Cc2ccccc2)c(=O)[nH]c1=O	7	7	.	1	.	-3	.	-13
CO[C@H]1CN(C)C(=O)c2ccc(NC(=O)c3ccno3)cc2OC[C@@H](C)N(S(C)(=O)=O)C[C@H]1C	3	-22	.	-2	.	2	6	-12
CCOC(=O)c1cnc2cc(C)nn2c1-c1ccccc1	.	.	-5	.	0	8	9	.
CCOC(=O)c1ccccc1NC(=S)N1CCN(C2CCCCC2)CC1	3	4	2	-2	.	5	4	-2
COc1ccccc1NS(=O)(=O)c1cc(NC(=O)c2cc[n+]([O-])cc2)ccc1N1CCCC1	-9	6	.	6	.	-4	-5	-11
CO[C@H]1CN(C)C(=O)c2cc(NS(=O)(=O)c3cn(C)cn3)ccc2OC[C@H](C)N(C)C[C@H]1C	-4	3	-1[16.7 µM]	.	-3	2	-6	-2
NCCCC[C@H](N[C@@H](CCc1ccccc1)C(=O)O)C(=O)N1CCC[C@H]1C(=O)O	-2&4	5&2	-3	-2&4	-2&0	9&-1	0	32&5
C[C@@H]1CN([C@H](C)CO)S(=O)(=O)c2ccc(C3=CCCC3)cc2O[C@H]1CN(C)C(=O)c1ccncc1	2	-25	24[16.7 µM]	2	3	.	18	3
CCCCC(CC)c1nnc(NC(=O)c2cccs2)s1 (configuration not stated)	-5	7	.	0	.	-2	-2	-16
COC(=O)CSc1nc(C)c(C(C)=O)cc1C#N	.	-58	-2	.	11	-1	7	.
CCn1c(SCC(=O)N2CC(C)OC(C)C2)nc2c([nH]c3ccccc32)c1=O (configuration not stated)	.	17	10	13	1	-7	7	11
COC(=O)[C@@]12C[C@@H](CC(=O)NCc3cccc4ccccc34)C(=O)N(CCc3ccc(OC)c(OC)c3)C1=CCC(C)(C)C2	3	-7	.	-3	.	-2	.	6
N=C1/C(=C\c2ccc(-c3cccc(C(=O)O)c3)o2)C(=O)N=C2SC=C(c3ccccc3)N12	-16	-40	-7	50*	.	-14	-3	-16
C[C@@H]1CCCCO[C@@H](CN(C)C(=O)Nc2ccccc2)[C@H](C)CN([C@@H](C)CO)C(=O)c2cc(NC(=O)Nc3ccccc3)ccc2O1	.	-4	-4[16.7 µM]	-1	8	1	11	18
Cc1cccc(NC(=O)CN(CC2CCCO2)C(=O)c2cc3ccccc3o2)c1C (configuration not stated)	-15	2	.	7	.	2	.	23
COc1ccc2[nH]c(=O)c(CN(C(=O)C3CCCO3)c3ccc(C)c(C)c3)cc2c1 (configuration not stated)	5	13	2	0	13	5	-3	-6
O=C(COC(=O)c1ccc(S(=O)(=O)Nc2ccccc2)cc1)NCCC1=CCCCC1	8	19	.	-3	.	-1	.	.
CC(NC(=O)c1ccccc1SCC(=O)N1CCCC1)c1ccccc1 (configuration not stated)	-2	.	-4	-193	-1	3	-14	11
CCN(CC(=O)NC1CCS(=O)(=O)C1)C(=O)c1cc(OC)c(OC)c(OC)c1 (configuration not stated)	3	-2	.	1	-1	-3	-8	-6
CCCc1[nH]nc2c1C1(C(=O)N(C(C)C)c3ccccc31)C(C#N)=C(N)O2 (configuration not stated)	8	.	1	1	0	.	19	-1
C[C@@H]1CN([C@H](C)CO)C(=O)Cc2cc(NS(C)(=O)=O)ccc2O[C@H]1CN(C)C(=O)Nc1ccc(F)cc1	-4	5	0[16.7 µM]	-3	-4	-2	-8	8
O=C(Nc1ccc(O)c2c(=O)cc(-c3ccccc3Cl)oc12)c1cccs1	-15	-52	1	3	4	-15	.	-15
Cc1ccc(C(=O)Nc2sc(C(=O)N(C)C)c(C)c2C#N)cc1	.	-5	.	.	0	-7	.	5
COc1cccc(CNC(=O)[C@H]2[C@H](CO)[C@H]3Cn4c(ccc(-c5cncnc5)c4=O)[C@@H]2N3C(C)=O)c1	-5	-4	.	4	-2	.	.	14
CCCCN1C(=O)c2cccc3cc(O)cc(c23)C1=O	7	6	-3	-3	-1	4	25	.
CC1(C)CC(=O)C(N=Nc2ccc(S(=O)(=O)N3CCOCC3)cc2)=C(O)C1	0	3	-7	2	1	-22	-5	-7
O=C(NCC[C@@H]1CC[C@H](NS(=O)(=O)c2ccc(F)cc2)[C@H](CO)O1)Nc1ccc(Cl)cc1	-3	10	12[16.7 µM]	-4	5	3	6	-1
COc1ccc(-c2csc3ncnc(N4CCN(c5ccccc5OC)CC4)c23)cc1	39	14	-3	-2	1	1	.	18
CCOC(=O)N1CCC(NC(=O)c2cc(S(=O)(=O)NCCc3ccccc3)ccc2F)CC1	1	13	.	0	.	3	.	11

Rows were taken by chance (roughly 2.5% active in at least one column).
